DNMT1 block = blocks human DNA methyltransferase DNMT1; P26358; AID 588458; DNMT1 molecular beacon, Hinp1I cleavage, fluorescence; inhibition (reported as % activation of signal), % at 10 µM; 0.83% of 360,000 active; in the data active = inhibition above about 50%
NadD block = inhibitors of Staphylococcus aureus NadD | AID 602399 | purified NadD enzyme, colorimetric absorbance read-out | 0.78% of 360,000 active | inhibition, % at 20 µM; in the data active = inhibition above about 26%; note: some compounds past the cut are filed as inactive
Scp-1 inhibitor = Scp-1 (human) phosphatase inhibition | Recombinant Scp1, phosphopeptide, malachite green phosphate absorbance | inhibition, % at 20 µM | 0.88% of 340,000 active;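 active = inhibition above about 50% at 20 µM, limit read from the data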;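 note: plate controls were DMSO wells with enzyme for no effect and wells lacking enzyme for full effect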
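Test system – truncated SCP-1 phosphatase (76-261aa) · Reagent – Phosphorylated 17-residue peptide substrate · Incubation – 45 min room-temperature reaction, 5 min colour, 30 min stabiliser · Detection – colorimetric phosphate reagent with accelerator and stabiliser, absorbance at 630 nm · Measure – % inhibition at 20 µM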
SUMO1 PPI mod = SUMO1-SIM interaction modulation. P63165. SUMO1 binding to a labelled peptide, TR-FRET, 1 h. inhibition, % at 20 µM. 0.33% of 360,000 active. AID 602429; in the data active = inhibition above about 37%
LMPTP block = blocks human LMPTP phosphatase. P24666. recombinant LMPTP-A, OMFP fluorogenic substrate, fluorescence intensity. inhibition, % at 20 µM. 0.22% of 360,000 active. AID 651560;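 active = compounds that cut the enzyme signal by at least half of the control window in the single-dose screen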;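 note: plate controls were DMSO wells with enzyme plus substrate for no effect and substrate without enzyme for full effect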
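test system = LMPTP-A | amount = 0.625 nM LMPTP-A final | reagent = fluorogenic phosphatase substrate OMFP at 400 µM final | incubation = 50 min at room temperature | benchmarks = no-enzyme low control, uninhibited high control | medium = Bis-Tris pH 6.0, DTT, detergent | signal = fluorescence intensity of OMFP turnover product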
Rin1-Abl PPI inh = blocks binding of human Rin1 to Abl. P00519+Q13671. inhibition, % at 7.35 µM. TR-FRET Rin1/Abl binding, biochemical. 0.4% of 360,000 active; in the data active = inhibition above about 5%, passing the limit was not always enough
Target sequence (P00519 whole entry, looked up): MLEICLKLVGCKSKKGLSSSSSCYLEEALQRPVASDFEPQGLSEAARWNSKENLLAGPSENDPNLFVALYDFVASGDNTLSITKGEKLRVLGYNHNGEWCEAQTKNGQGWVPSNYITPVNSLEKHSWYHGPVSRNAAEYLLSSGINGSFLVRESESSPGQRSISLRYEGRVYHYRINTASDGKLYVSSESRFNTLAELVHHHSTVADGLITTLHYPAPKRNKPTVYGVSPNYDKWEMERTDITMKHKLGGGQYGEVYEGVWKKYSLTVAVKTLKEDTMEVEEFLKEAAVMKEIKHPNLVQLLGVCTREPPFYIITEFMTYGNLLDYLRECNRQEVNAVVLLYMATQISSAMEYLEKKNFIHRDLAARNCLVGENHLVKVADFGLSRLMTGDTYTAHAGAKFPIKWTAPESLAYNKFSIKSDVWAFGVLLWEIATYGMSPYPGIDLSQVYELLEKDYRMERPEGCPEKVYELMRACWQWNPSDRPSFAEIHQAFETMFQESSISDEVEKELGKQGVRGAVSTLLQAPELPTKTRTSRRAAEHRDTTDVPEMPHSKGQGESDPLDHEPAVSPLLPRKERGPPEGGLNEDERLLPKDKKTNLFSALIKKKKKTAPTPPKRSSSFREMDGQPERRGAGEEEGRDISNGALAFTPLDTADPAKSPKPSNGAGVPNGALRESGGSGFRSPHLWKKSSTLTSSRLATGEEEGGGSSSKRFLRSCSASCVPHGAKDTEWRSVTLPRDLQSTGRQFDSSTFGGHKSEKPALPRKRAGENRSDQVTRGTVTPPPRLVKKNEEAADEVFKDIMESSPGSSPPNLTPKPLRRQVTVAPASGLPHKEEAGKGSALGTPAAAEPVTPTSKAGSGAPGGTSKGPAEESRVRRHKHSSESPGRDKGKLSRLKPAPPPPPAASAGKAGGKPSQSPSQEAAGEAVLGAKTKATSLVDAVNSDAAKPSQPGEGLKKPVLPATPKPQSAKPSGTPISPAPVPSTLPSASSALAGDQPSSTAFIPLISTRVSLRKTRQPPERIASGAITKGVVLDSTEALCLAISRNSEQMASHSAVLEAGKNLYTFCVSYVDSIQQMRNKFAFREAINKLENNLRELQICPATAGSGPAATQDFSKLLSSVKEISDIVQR
Target sequence (Q13671 whole entry, looked up): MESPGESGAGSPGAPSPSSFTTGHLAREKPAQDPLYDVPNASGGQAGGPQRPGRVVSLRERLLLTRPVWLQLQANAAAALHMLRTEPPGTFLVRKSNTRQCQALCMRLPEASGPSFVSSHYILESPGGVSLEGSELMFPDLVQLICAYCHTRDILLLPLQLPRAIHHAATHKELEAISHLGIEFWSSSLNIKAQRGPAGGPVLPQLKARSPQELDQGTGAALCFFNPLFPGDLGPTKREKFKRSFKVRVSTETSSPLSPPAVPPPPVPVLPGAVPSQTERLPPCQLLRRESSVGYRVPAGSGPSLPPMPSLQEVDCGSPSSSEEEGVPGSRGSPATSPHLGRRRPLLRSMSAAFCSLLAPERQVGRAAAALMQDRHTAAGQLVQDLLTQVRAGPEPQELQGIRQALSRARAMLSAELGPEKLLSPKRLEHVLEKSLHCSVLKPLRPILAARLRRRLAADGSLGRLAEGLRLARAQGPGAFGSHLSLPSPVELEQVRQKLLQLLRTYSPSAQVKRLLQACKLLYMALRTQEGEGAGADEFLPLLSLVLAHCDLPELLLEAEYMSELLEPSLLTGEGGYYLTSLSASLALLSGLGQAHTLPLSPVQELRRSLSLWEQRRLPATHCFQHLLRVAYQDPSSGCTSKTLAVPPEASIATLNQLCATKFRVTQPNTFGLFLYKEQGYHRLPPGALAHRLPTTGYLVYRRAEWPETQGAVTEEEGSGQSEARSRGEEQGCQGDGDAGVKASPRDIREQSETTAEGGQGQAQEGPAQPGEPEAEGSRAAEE
STEP block = STEP (human) phosphatase inhibition | recombinant STEP, OMFP fluorogenic substrate, fluorescence | inhibition, % at 20 µM | 0.25% of 360,000 active;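 active = inhibition at 20 µM, scaled per plate between control wells, above about 37%, limit read from the data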;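 note: 0% = DMSO with enzyme and substrate and 100% = substrate only without enzyme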
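Material: STEP (striatal-enriched tyrosine phosphatase) enzyme, cell-free; Compound dosing: 20 µM single dose in 1% DMSO; Technique: fluorescence read at 480 nm ex / 540 nm em; Times: reaction 20 min, ambient temperature; Medium: 50 mM Bis-Tris pH 6.0 with 2.5 mM DTT and 0.005% Tween 20; Also added: OMFP at 25 µM.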
Neddyl block = blocks human cullin neddylation | P61081+Q13564 | TR-FRET cullin neddylation, biochemical | calls only at 25 µM | 0.58% of 360,000 active | AID 651699; in the data active = inhibition above about 36%
CSN deneddyl inh = blocks human CSN-mediated cullin deneddylation | 0.38% of 360,000 active | inhibition, % at 12.5 µM | Q92905 | AID 651999 | Purified CSN, SCF-Nedd8-OG deneddylation, fluorescence polarization;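 active = pattern-corrected inhibition above about 35%, with an unprinted fluorescence ratio check between 0.5 and 1.5, limit read from the data, passing the limit was not always enough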;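 note: 0% = enzyme with substrate and 100% = substrate without enzyme; some results filed as inactive read as strong as hits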
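Material: purified human Csn5 enzyme expressed in HEK293T cells / Medium: Tris buffer pH 7.5, NaCl, DTT, Tween-20, trehalose, ovalbumin / Compound dosing: 12.5 µM single point / Schedule: 90 min incubation of compound, enzyme and substrate at room temperature / Signal: fluorescence polarization of the substrate / Control set: no-enzyme wells high, enzyme-with-substrate wells low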
Rpn11 block = Rpn11 (human) deubiquitinase inhibition | O00487 | human 26S proteasome, Ub4-pepOG fluorescence polarization; 20S core pre-blocked with epoxomicin | calls only at 20 µM | 0.59% of 360,000 active | AID 588493;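 active = inhibition at 20 µM, scaled to each plate's controls, above about 33%, limit read from the data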
* = called active by the depositor; i = inactive; · = no result given; + = active, no number.

SMILES | DNMT1 block | NadD block | Scp-1 inhibitor | SUMO1 PPI mod | LMPTP block | Rin1-Abl PPI inh | STEP block | Neddyl block | CSN deneddyl inh | Rpn11 block
CC(=O)N1CCc2cc(S(=O)(=O)CCC(=O)Nc3ccc4c(c3)OCCO4)ccc21 | 2 | 4 | -2 | 2 | 0.2 | 2 | 10 | i | 1 | i
CCOc1ccc(NC(=O)C2CC(=O)N(c3ccc4c(c3)OCCO4)C2)cc1OCC (stereo not drawn) | -3 | -4 | -4 | -1 | 0.2 | 2 | -1 | i | 3 | i
O=C(/C=C/c1ccccc1)N1CCN(c2cccc(Cl)n2)CC1 | -1 | -4 | -7 | 0 | 0.6 | -2 | 4 | i | 0 | i
Cc1ccc(S(=O)(=O)N2CCN(Cc3cccc(F)c3)CC2)cc1 | 1 | -9 | -7 | -1 | -0.5 | -1 | 2 | i | 3 | i
NNC(=O)CNC(=O)CNS(=O)(=O)c1ccccc1 | 1 | 0 | 11 | -3 | -0.4 | -4 | 0 | i | -3 | i
O=C(CSc1nnc(CNC(=O)c2c(F)cccc2F)o1)NCc1ccc(F)cc1 | 1 | 0 | -6 | -3 | -1.3 | 1 | 3 | i | 2 | i
Oc1cccc(/C=N/NC(=S)Nc2cccnc2)c1O | -8 | 1 | -5 | -2 | 2.8 | 0 | -4 | i | 9 | i
Cc1ccc2c(CC(=O)NCC3(N4CCOCC4)CCCCC3)coc2c1C | -2 | -2 | -1 | 1 | -1.3 | -1 | 1 | i | 4 | i
c1csc(-c2noc(CN3CCc4sccc4C3)n2)c1 | 0 | -4 | -5 | 0 | 0.5 | 1 | -2 | i | -2 | i
COc1ccc(C(=O)OCC(=O)Nc2nnc(-c3ccccc3)o2)cc1 | 0 | 8 | 5 | 1 | -1.0 | 1 | 1 | i | 1 | i
COc1ccc(/C=N/NC(=O)c2cccc(Br)c2)cc1CSc1ccccn1 | -8 | 9 | -4 | -2 | 2.9 | 0 | 1 | i | -2 | i
COc1ccc(OC)c(CN2CCN(C(=O)[C@@H](NC(=O)c3cccc(C)c3)C(C)C)CC2)c1 | 2 | 1 | -5 | 7 | -0.4 | 2 | -4 | i | 5 | i
CC(C)c1nc(SCC(=O)NCc2ccccc2)n[nH]1 | -3 | -3 | -10 | -1 | -2.2 | 2 | 2 | i | -1 | i
CCOC(=O)N1CCC(n2c(SCC(=O)N3CCCC3)nc3ccccc3c2=O)CC1 | 1 | -5 | -7 | 3 | -0.2 | 0 | -5 | i | 0 | i
CCOC(=O)c1ccc(NC(=O)c2cc3c(C)nn(-c4ccccc4Cl)c3s2)s1 | -21 | 13 | 2 | -2 | 3.2 | 2 | -1 | · | -5 | i
Cc1ccc(Nc2cc(-c3ccccc3)nc3ncnn23)cc1 | 1 | 2 | -3 | 3 | 2.1 | -1 | 2 | i | -3 | i
CCOP(=O)(OCC)c1ccccc1OCP(C)(=O)COc1ccccc1P(=O)(OCC)OCC | 2 | 1 | 3 | -1 | -0.9 | 0 | -2 | i | -2 | i
O=C(Nc1nc2ccsc2c(=O)s1)c1ccc(F)cc1 | 12 | -4 | 96* | 1 | 65* | -1 | 98* | i | 20 | +
CC(=O)NC(CC(=O)O)c1ccc(F)cc1 (stereo not drawn) | 0 | 0 | -3 | -2 | -0.7 | -3 | 2 | i | -6 | i
CCc1c(-c2ccc(F)cc2)ncn1Cc1cccc(-c2ccccc2)c1 | · | · | · | 5 | 11 | · | · | i | -2 | ·
N#C/C(=C/c1ccc(N2CCOCC2)o1)C(=O)Nc1ccccc1 | 27 | -1 | -2 | -44 | 16 | -34 | -21 | i | -61 | ·
COc1ccccc1N1CCN(Cc2cc(=O)n3ccsc3n2)CC1 | 3 | -2 | 1 | -2 | -2.3 | 0 | 0 | i | -3 | i
Cc1cc(N2CCOCC2)nc2ccc(NC(=S)NCCN(C)C)cc12 | -3 | -5 | -12 | -1 | 4.2 | 1 | 31 | i | 1 | i
COc1ccc(N2CCN(c3ccc4nnc(CCC(=O)Nc5ccc(C)cc5)n4n3)CC2)cc1 | -6 | -1 | -5 | 8 | 1.6 | -2 | 8 | i | 1 | i
CN1CCN(c2ccc(S(=O)(=O)N3CCCCC3)cc2NC(=O)CSC(C)(C)C)CC1 | 4 | -3 | · | 7 | -1.9 | 1 | 2 | i | -4 | i

Part of the list above, set out differently.
canonical_smiles	DNMT1 block	NadD block	Scp-1 inhibitor	SUMO1 PPI mod	LMPTP block	Rin1-Abl PPI inh	STEP block	Neddyl block	CSN deneddyl inh	Rpn11 block
CC(C)c1nc(SCC(=O)NCc2ccccc2)n[nH]1	-3	-3	-10	-1	-2.2	2	2	i	-1	i
CCc1c(-c2ccc(F)cc2)ncn1Cc1cccc(-c2ccccc2)c1	·	·	·	5	11	·	·	i	-2	·
Cc1cc(N2CCOCC2)nc2ccc(NC(=S)NCCN(C)C)cc12	-3	-5	-12	-1	4.2	1	31	i	1	i
COc1ccc(OC)c(CN2CCN(C(=O)[C@@H](NC(=O)c3cccc(C)c3)C(C)C)CC2)c1	2	1	-5	7	-0.4	2	-4	i	5	i

(list continues)
SMILES | DNMT1 block | NadD block | Scp-1 inhibitor | SUMO1 PPI mod | LMPTP block | Rin1-Abl PPI inh | STEP block | Neddyl block | CSN deneddyl inh | Rpn11 block
CC(=O)Nc1ccc(S(=O)(=O)Nc2cc(-c3ccccc3)nn2C)cc1 | -1 | 2 | -13 | 3 | -1.7 | 1 | -1 | i | -1 | i
CCOC(=O)C1CCN(C(=O)c2ccc(CNS(=O)(=O)c3ccc(OC)cc3)cc2)CC1 | -3 | -5 | -6 | 2 | -0.3 | 3 | 4 | i | -3 | i
CC(Sc1nnc(N)s1)C(=O)NC1CCCCC1C (stereo not drawn) | 1 | -4 | 9 | 1 | -0.8 | 0 | 2 | i | 2 | i
COc1ccc(CN=C2NC(=O)CC(C(=O)Nc3cc(C)cc(C)c3)S2)cc1 (stereo not drawn) | -2 | -5 | -2 | -3 | -1.1 | 3 | -1 | i | 4 | i
Cc1cc(Cl)ccc1Oc1ncnc2oc(-c3ccccc3)cc12 | -1 | -4 | 4 | 3 | 3.8 | -1 | -3 | i | -5 | i
Cc1nn(-c2ccccc2)c(C)c1NC(=O)COC(=O)CC(C)c1ccccc1 (stereo not drawn) | -3 | -5 | 1 | -6 | -0.3 | 2 | -1 | i | 0 | i
COc1cc(/C=C/C(=O)O)ccc1OS(=O)(=O)c1c(C)cc(C)cc1C | -2 | -4 | 10 | 2 | -0.8 | 1 | 1 | i | 2 | i
CCn1cc(C(=O)N2CCOCC2)c(=O)c2cc(S(=O)(=O)N(C)C3CCCCC3)ccc21 | 1 | -2 | -8 | 2 | -0.4 | 0 | -3 | i | -4 | i
Cc1cccn2c(CNC3CCCc4ccccc43)c(C(=O)N3CCOCC3)nc12 (stereo not drawn) | -1 | -2 | -7 | -6 | 0.1 | -2 | -1 | i | -3 | i
COc1ccc(NC(=O)c2cc3n(n2)C(C(F)(F)F)CC(c2ccc(OC)cc2)N3)cc1 (stereo not drawn) | 10 | -7 | -4 | -1 | -2.5 | -1 | -5 | i | -1 | i
COc1ccc(S(=O)(=O)N2CCOC2CNC(=O)C(=O)NCCN2CCOCC2)cc1 (stereo not drawn) | -1 | -6 | -5 | -1 | -1.3 | 3 | -3 | i | 2 | i
COc1cc(CCC(=O)OCC(=O)NCC2CCCCC2)cc(OC)c1OC | 1 | -4 | -4 | -3 | -1.0 | 0 | 0 | i | -4 | i
O=C(CN1C(=O)c2ccccc2C1=O)Nc1cccnc1 | 0 | -1 | -15 | -1 | -0.7 | -2 | -2 | i | -3 | i
COc1ccccc1CN1CC(C(=O)NCc2cc(F)cc(C(F)(F)F)c2)CCC1=O (stereo not drawn) | -1 | 0 | -3 | 0 | 1.3 | 0 | 1 | i | -2 | i
Cc1oc(-c2cccc(Cl)c2)[n+]([O-])c1C | 6 | -5 | -7 | -2 | -0.9 | 2 | 0 | i | 4 | i
Cc1ccc(CCNC(=O)C2CCC(=O)N2C(C)C)cc1 (stereo not drawn) | -2 | 1 | -11 | 1 | -1.9 | 0 | 1 | i | 3 | i
CN1CCC(OC(=O)c2cccc(Cl)c2)CC1 | 0 | -3 | -7 | 1 | -1.7 | -1 | -2 | i | 5 | i
Cc1ccc(C)c(OCc2cc(C(=O)N3CC[C@H](O)C3)no2)c1 | -11 | -8 | -5 | 0 | -0.8 | 5 | -4 | i | 1 | i
Cc1cccc(C)c1Nc1c(-c2ccc(N3CCOCC3)cc2)nc2ncccn12 | -9 | 7 | -5 | -15 | 0.6 | -5 | -2 | i | 4 | i
CN(CCc1cnn(C)c1)Cc1cn[nH]c1-c1ccc(-c2ccccc2)cc1 | 1 | 0 | -1 | -1 | -0.3 | 1 | -1 | i | 1 | i
CCn1c(C(C)NC(=O)c2ccc(OC)c(OC)c2)nc2ccccc21 (stereo not drawn) | -3 | 0 | -8 | 0 | -0.4 | 0 | -1 | i | -5 | i
CCSc1nc2c(c(=O)[nH]1)C(c1cccnc1)C(C(=O)OC(C)C)=C(C)N2 (stereo not drawn) | -3 | -6 | -7 | -2 | -1.3 | -1 | -4 | i | -3 | i
Cc1ccc(OCCCC(=O)Nc2ccc(N3CCOCC3)cc2)c(C)c1 | -9 | 8 | -4 | 0 | -0.2 | -1 | -1 | i | -2 | i
CCOc1ccc(CN(C)Cc2cc(=O)oc3cc(C)c(Cl)cc23)cc1 | 1 | -4 | -12 | -3 | 1.2 | 1 | 0 | i | 1 | i
Cc1nn(C(=O)c2cccc([N+](=O)[O-])c2)c(C)c1Br | -2 | -7 | -16 | -18 | -1.2 | 1 | 0 | i | -3 | i
Cc1onc(-c2ccccc2Cl)c1C(=O)N1CC(C)CC(C)C1 (stereo not drawn) | 1 | -8 | 1 | 2 | -0.5 | -2 | -2 | i | 4 | i
Cc1noc(C)c1NC(=O)Nc1cccc2c1O[C@H](CN(C)C(=O)NC1CCCCC1)[C@@H](C)CN([C@H](C)CO)C2=O | 3 | -2 | -5 | -2 | -0.3 | 2 | -1 | i | 0 | i

Full records, quoted from the list:
Listed for CCn1c(C(C)NC(=O)c2ccc(OC)c(OC)c2)nc2ccccc21 (stereo not drawn) = DNMT1 block: -3; NadD block: 0; Scp-1 inhibitor: -8; SUMO1 PPI mod: 0; LMPTP block: -0.4; Rin1-Abl PPI inh: 0; STEP block: -1; Neddyl block: i; CSN deneddyl inh: -5; Rpn11 block: i
Listed for CC(Sc1nnc(N)s1)C(=O)NC1CCCCC1C (stereo not drawn) = DNMT1 block: 1; NadD block: -4; Scp-1 inhibitor: 9; SUMO1 PPI mod: 1; LMPTP block: -0.8; Rin1-Abl PPI inh: 0; STEP block: 2; Neddyl block: i; CSN deneddyl inh: 2; Rpn11 block: i

Screens from PubChem.
